Mtb UGM inh: Mtb UDP-galactopyranose mutase inhibition. P9WIQ1. purified UGM, fluorescence polarization probe displacement. inhibition, % at 10 µM. 0.06% of 320,000 active. AID 504406; in the data active = inhibition above about 10%, passing the limit was not always enough
MazF activator: MazEF (E. coli) toxin RNase activation. P0AE70. FAM/BHQ RNA-DNA oligo cleavage fluorescence, 5 h. activation, % at 20 µM. 0.32% of 350,000 active. AID 504720; in the data active = activation above about 50%
Target sequence (P0AE70 whole entry, looked up): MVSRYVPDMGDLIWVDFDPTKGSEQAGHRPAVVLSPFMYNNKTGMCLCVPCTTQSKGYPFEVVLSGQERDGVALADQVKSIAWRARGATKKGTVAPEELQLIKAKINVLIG
Vc quorum ag: induces V. cholerae light production without autoinducers; V. cholerae BH1578 lux reporter, luminescence, 6 h; activation, % at 18.7 µM; 0.16% of 350,000 active; in the data active = activation mostly above about 9.7%, no sharp cut-off; also: not every result past the cut was called active; inactives centre near 0; reference of the scale not given here
VHR inh abs: DUSP3 (human) phosphatase inhibition; P51452; recombinant VHR phosphatase, pNPP absorbance; inhibition, % at 13.3 µM; 0.52% of 290,000 active; in the data active = inhibition above about 50%; also: some compounds called inactive have numbers as strong as hits
Target sequence (P51452 whole entry, looked up): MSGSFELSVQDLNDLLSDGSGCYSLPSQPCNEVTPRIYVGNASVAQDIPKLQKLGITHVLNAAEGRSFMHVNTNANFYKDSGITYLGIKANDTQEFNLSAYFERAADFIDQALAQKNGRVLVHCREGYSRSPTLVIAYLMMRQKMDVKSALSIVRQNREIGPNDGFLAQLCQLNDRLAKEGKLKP
Rv3671c protease: Rv3671c (M. tuberculosis) protease inhibition | inhibition, % at 5.96 µM | 0.048% of 320,000 active | P9WHR9; in the data active = inhibition above about 38%;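 also: extracellular domain of Rv3671c used as enzyme; 0% = enzyme with DMSO and 100% = no enzyme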
Mtb FBA inh: inhibitors of M. tuberculosis fructose-bisphosphate aldolase; inhibition, % at 1 µM; 2.3% of 360,000 active; AID 588726; purified M. tuberculosis FBA, fluorescence read-out; P9WQA3; in the data active = inhibition above about 27%;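 also: 0% = vehicle and 100% = reference inhibitor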
Target sequence (P9WQA3 whole entry, looked up): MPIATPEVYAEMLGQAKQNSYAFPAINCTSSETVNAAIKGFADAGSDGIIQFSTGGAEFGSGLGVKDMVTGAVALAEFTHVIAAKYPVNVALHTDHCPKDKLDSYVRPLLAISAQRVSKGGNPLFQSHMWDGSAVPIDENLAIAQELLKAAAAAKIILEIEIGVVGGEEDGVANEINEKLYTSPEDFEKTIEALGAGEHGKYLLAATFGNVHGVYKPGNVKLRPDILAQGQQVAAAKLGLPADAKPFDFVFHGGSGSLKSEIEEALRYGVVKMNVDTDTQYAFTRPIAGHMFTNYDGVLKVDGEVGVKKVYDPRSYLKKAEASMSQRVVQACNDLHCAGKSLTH
GDH-TPI inh: inhibits GDH-TPI coupling enzymes, artifact for Mtb FBA screen. GDH-TPI coupled enzyme counterscreen, NADH absorbance. inhibition, % at 4.8 µM. 1.2% of 360,000 active. AID 588335; in the data active = inhibition above about 30%;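 also: 0% = DMSO wells and 100% = wells lacking the enzyme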
BioA inh: inhibitors of Mycobacterium tuberculosis BioA enzyme | purified M. tuberculosis BioA enzyme, plate reader | inhibition, % at 9.99 µM | 0.096% of 360,000 active; in the data active = inhibition above about 40%
PriA SSB inh: blocks PriA binding to SSB C-terminal tail. AlphaScreen SSBct-PriA binding, biotinylated peptide. inhibition, % at 33 µM. 0.6% of 430,000 active. AID 1272365; in the data active = inhibition mostly above about 37%, no sharp cut-off; inactive = mostly below about 20%;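 also: plate controls were negative control peptide for no effect and reference peptide for full effect; strong numbers were not always called active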
SARS 3CLpro inh: SARS-CoV 3CLpro protease inhibition | inhibition, % at 6 µM | P0C6X7 | recombinant SARS-CoV 3CLpro, quenched FRET peptide cleavage | 0.14% of 290,000 active; in the data active = inhibition above about 12%
Active calls of the source: *; i = inactive; . = not tested or not shown; & = joins results of further samples.

#	Structure	Vc quorum ag	MazF activator	GDH-TPI inh	Mtb UGM inh	VHR inh abs	PriA SSB inh	SARS 3CLpro inh	BioA inh	Mtb FBA inh	Rv3671c protease
1	CCCNC(=O)C1CC(=O)N(c2ccc(OCC(=O)Nc3cccc(C)c3C)cc2)C1 (configuration not stated)	i	2	8	1.2	2	-4	-3	-1.8	3	3
2	Cc1cc(C)n(CCc2nc(-c3ccc(C)o3)cs2)n1	0.4	10	-1	2.4	6	0	1	0.2	2	7
3	CC1CN(C(=O)CCC(=O)N2CCCCC2)c2cc(Cl)ccc2O1 (configuration not stated)	-0.2	5	-12	-3.1	23	-7	-4	0.7	-6	2
4	COc1cc(C(=O)Nc2ccc(Br)cc2C(=O)c2ccccc2)cc(OC)c1OC	i	-58	8	0.0	10	-13&-4&-8	0	.	2	0
5	CCCCCCCCOC(=O)c1cc([N+](=O)[O-])c(Sc2ncnc3nc[nH]c23)c([N+](=O)[O-])c1	i	-4	12	.	.	13	.	.	3	.
6	CCOC(=O)c1sc(NC(=O)CSc2nnc(C(C)C)n2CC)nc1C	i	-7	13	-1.4	26	-13	-6	-1.3	-4	2
7	COc1c(OC(C)=O)ccc(/C=C/c2ccc3ccccc3n2)c1[N+](=O)[O-]	2.4	-7	43*	-0.7	16	28	5	-1.4	-1	-5
8	CCN1CCCC1CNC(=O)c1cc(COc2ccc(C)c(C)c2)on1 (configuration not stated)	i	-11	4	-2.5	-9	-9	5	-2.2	-1	-1
9	COc1ccc2[nH]c3c(c2c1)CCN1C(=O)C(CC(=O)NCc2ccco2)C[C@H](C(=O)N2CCOCC2)[C@@]31C (some centres not stated)	i	6	12	.	.	-2	.	0.1	6	.
10	Cc1ccc(-c2c(=O)n(O)c3ccccc3[n+]2[O-])cc1	-1.7	0	16	2.7	24	2	3	-1.3	-4	.
11	CC(=O)c1ccccc1OCC(O)CN1CCN(c2ccccn2)CC1 (configuration not stated)	-0.3	-11	8	1.1	2	-21	-3	-1.7	-1	-6
12	O=c1c2c3nc4ccccc4nc3n(Cc3ccccc3)c2ncn1Cc1ccco1	-0.5	-2	19	.	-19	4	3	2.9	26	.
13	CCOC(=O)c1ccc(NC(=O)Nc2cc(C)cc(C)n2)cc1	.	.	.	2.2	-15	.	0	.	.	-3
14	O=C(COC(=O)/C=C/c1ccccc1)NCc1ccco1	0.0	7	-4	.	.	.	.	-2.0	6	.
15	Cc1cccc(C)c1NC(=O)CNC(=O)c1ccc(COc2ccccc2)o1	-0.8	-7	1	0.5	.	-11	.	-8.6	3	5

3 entries already listed, ordered by molecular weight, low to high:
#	Structure	Vc quorum ag	MazF activator	GDH-TPI inh	Mtb UGM inh	VHR inh abs	PriA SSB inh	SARS 3CLpro inh	BioA inh	Mtb FBA inh	Rv3671c protease
14	O=C(COC(=O)/C=C/c1ccccc1)NCc1ccco1	0.0	7	-4	.	.	.	.	-2.0	6	.
3	CC1CN(C(=O)CCC(=O)N2CCCCC2)c2cc(Cl)ccc2O1 (configuration not stated)	-0.2	5	-12	-3.1	23	-7	-4	0.7	-6	2
11	CC(=O)c1ccccc1OCC(O)CN1CCN(c2ccccn2)CC1 (configuration not stated)	-0.3	-11	8	1.1	2	-21	-3	-1.7	-1	-6

The main list resumes, starting 3 compounds before the break.
#	Structure	Vc quorum ag	MazF activator	GDH-TPI inh	Mtb UGM inh	VHR inh abs	PriA SSB inh	SARS 3CLpro inh	BioA inh	Mtb FBA inh	Rv3671c protease
13	CCOC(=O)c1ccc(NC(=O)Nc2cc(C)cc(C)n2)cc1	.	.	.	2.2	-15	.	0	.	.	-3
14	O=C(COC(=O)/C=C/c1ccccc1)NCc1ccco1	0.0	7	-4	.	.	.	.	-2.0	6	.
15	Cc1cccc(C)c1NC(=O)CNC(=O)c1ccc(COc2ccccc2)o1	-0.8	-7	1	0.5	.	-11	.	-8.6	3	5
16	Cc1ccc(Nc2nc(C(=O)N3CCC(C(=O)NC(C)C)CC3)cs2)cc1	0.1	5	1	-1.0	15	-6	-4	-0.7	3	3
17	CCOc1ccccc1CN1CCC(N2CCC(C(=O)NC3CC3)CC2)CC1	-0.6	0	-3	-0.6	-6	-4	1	-1.0	0	-3
18	CCOC(=O)N1CCN(S(=O)(=O)c2ccc3c(c2)CCN3C(=O)CC)CC1	i	-1	13	0.9	24	-6	3	-1.4	1	3
19	CC1CCN(CCCn2c(=S)[nH]c3c(sc4ccc([N+](=O)[O-])cc43)c2=O)CC1	-0.6	5	6	2.2	22	3	-1	-2.2	3	4
20	Cc1cc(C)c(NS(=O)(=O)c2ccc3c(c2)oc(=O)n3C)c(C)c1	-5.3	1	2	.	.	.	.	0.3	1	.
21	O=C(COC(=O)c1cnccn1)Nc1ccc(Cl)cn1	-0.7	9	16	-2.4	.	12	.	.	0	1
22	CCOc1ccc(CCNC(=O)COC(=O)c2ccncc2)cc1OCC	-0.3	-18	-3	0.9	.	-8	.	-0.3	5	2
23	O=C(Nc1ccc(Cl)cn1)c1ccc2c(c1)OCCO2	0.8	6	1	2.3	7	-8	-2	0.2	3	4
24	CCn1cc(C(=O)NCc2cccs2)c(=O)c2cc(S(=O)(=O)N3CCOCC3)ccc21	.	2	.	0.0	13	-4	0	.	.	-2
25	Cc1cc(NC(=O)CN2C(=O)NC3(CCCCC3)C2=O)no1	-1.6	6	2	-3.9	5	2	3	-25	-2	-7
26	CC(Sc1ccccn1)C(=O)NC1CCCC1 (configuration not stated)	0.3	2	-3	2.6	.	7	.	-2.7	3	6
27	Cc1ccc(S(=O)(=O)N2CCOCC2)cc1NC(=O)COC(=O)C1(C)CC1(Cl)Cl (configuration not stated)	i	4	-4	-0.9	.	1	.	0.5	-2	3
28	Cc1cc2c(cc(C(=O)OC(C(=O)NC3CCCCC3)C(C)C)n2C)o1 (configuration not stated)	-3.1	2	1	2.3	.	-1	.	-1.8	-2	-15
29	Cc1ccc(-c2nnc(NCc3ccccc3)c3ccccc23)cc1	i	11	2	1.5	18	-9	0	-0.4	2	-3
30	Cc1ccc2nc(-c3cccc(Br)c3)cc(C(=O)NCC3CCCO3)c2c1 (configuration not stated)	-0.9	-5	17	0.6	32	-16	0	0.3	6	-2
31	O=C(Oc1ccc(-c2nnco2)cc1)c1ccc(F)c(S(=O)(=O)N2CCOCC2)c1	i	0	-1	0.7	.	-13	.	0.8	0	1
32	O=C(Nc1nnc(-c2cccs2)s1)c1cccc(F)c1	-0.4	3	17	-1.0	3	-1	5	15	2	-32
33	Cn1c(=O)cc(N2CCN(C(=O)c3ccco3)CC2)[nH]c1=O	1.1	2	-8	-4.2	-2	-4	1	1.8	-3	4
34	CCOc1ccc2c(c1)nc(NCCCO)n2Cc1ccccc1	-0.5	-4	-2	-1.3	3	9	0	5.4	0	-4
35	Cc1ccc(S(=O)(=O)N2CCN(c3ccnc4cc(Cl)ccc34)CC2)cc1	i	-12	0	-0.2	22	5	6	.	-2	-15
36	O=C1N[C@H]2CC=C[C@H]2N(Cc2cccs2)c2ccccc21	-0.4	2	-7	.	.	6	.	0.0	1	.
37	CCOC(=O)c1c(CC(C)C)csc1NC(=O)C(C)C	i	-3	-2	-0.3	14	-75	1	-1.6	0	0
38	Nc1ccc(-c2nc3ccc([N+](=O)[O-])cc3[nH]2)cc1	i	2	22	0.2	5	20	-10	.	2	-1
39	CC(C)Cc1ccc(C(C)C(=O)Nc2cccnc2)cc1 (configuration not stated)	i	-14	8	3.9	23	-10	-1	3.7	-1	-10
40	O=C(CN1CCN(C(=O)c2cccc(-n3cnnn3)c2)CC1)Nc1ccccc1Cl	i	11	-1	0.3	.	-5	.	5.2	0	-7
41	CCc1nn(CC(=O)N2CCN(CC)CC2)c(=O)c2cccn12	-0.1	5	-7	-1.2	-26	-1	-4	1.2	2	-1
42	COc1ccc(OC)c(C(=O)CCCC(=O)c2cc(OC)ccc2OC)c1	-5.6	2	7	2.1	7	-7	1	-0.3	2	-5
43	COc1cccc(N2CCN(CC(=O)NCc3cccs3)CC2)c1	-6.2	7	5	1.8	6	-14	2	1.7	3	2
44	COc1nc(NCCO)nc(Nc2ccccc2F)n1	-0.3	-4	-12	0.4	12	-18	0	.	-1	-14
45	CCN(CC)S(=O)(=O)c1ccc(Cl)c(C(=O)Nc2cccnc2)c1	-0.7	-3	12	3.2	30	-2	0	0.7	3	-7
46	Cc1ccc(NC(=O)CSc2nnc(C)c(=O)n2N)c(C)c1	-0.7	-2	7	-0.1	3	-1	-4	.	2	0
47	O=C(CN1C(=O)c2ccccc2C1=O)N1CCCCC1	-1.4	1	10	-2.4	24	-16	-2	-2.8	-1	-2
48	Cc1ccc(S(=O)(=O)N(C)CC(=O)Nc2ccccc2N2CCCC2)cc1	-0.6	4	5	0.1	.	0	.	0.5	6	-1
49	CCOC(=O)C1=CN(CC)S(=O)(=O)NC1CCc1ccccc1 (configuration not stated)	i	-7	15	.	.	-23	.	10	3	.
50	CN(C(=O)c1ccc(NC(=O)Cc2cccc(NC(=O)C3CCN(C(=O)C4CC4)CC3)c2)cc1)C1CCCC1	0.4	3	-8	0.0	.	1	.	0.4	-2	-3
51	Cc1ccc(/C=N/N(C)C2=NS(=O)(=O)c3ccccc32)o1	.	.	.	-1.1	2	.	-2	.	.	-3
52	COCCn1c(C)cc(C(=O)CSc2nnc(C3CC3)n2C2CC2)c1C	i	6	2	0.3	.	6	.	-1.8	-2	7
53	COC(=O)c1c(C)oc2cc(Br)c(OCC(=O)C(C)(C)C)cc12	-0.3	-7	-11	-1.6	15	1&12	-5	-1.4	0	3
54	Cn1c2c(c3ccccc31)CCSC2=O	-14	5	3	-2.9	26	-37	-1	-1.7	-2	3
55	O=C(NCc1ccccc1)C1=C[C@@H](c2coc3ccccc3c2=O)C[C@@H](OCc2ccc(CO)cc2)O1	i	-3	10	-1.4	14	5	-2	-1.9	5	-5
56	O=C1/C(=N\O)Cc2ccccc21	1.7	0	4	-0.8	3	.	3	.	-1	-5

Fetched one by one from above (3):
#	Structure	Vc quorum ag	MazF activator	GDH-TPI inh	Mtb UGM inh	VHR inh abs	PriA SSB inh	SARS 3CLpro inh	BioA inh	Mtb FBA inh	Rv3671c protease
19	CC1CCN(CCCn2c(=S)[nH]c3c(sc4ccc([N+](=O)[O-])cc43)c2=O)CC1	-0.6	5	6	2.2	22	3	-1	-2.2	3	4
16	Cc1ccc(Nc2nc(C(=O)N3CCC(C(=O)NC(C)C)CC3)cs2)cc1	0.1	5	1	-1.0	15	-6	-4	-0.7	3	3
39	CC(C)Cc1ccc(C(C)C(=O)Nc2cccnc2)cc1 (configuration not stated)	i	-14	8	3.9	23	-10	-1	3.7	-1	-10

Not all compounds are listed; rates above refer to the full screens.
